12-LOX inh – Primary qHTS assay for inhibitors of human arachidonate 12S-lipoxygenase (ALOX12): Round 2; purified 12hLO, xylenol orange hydroperoxide absorbance; Potency, µM (top dose mostly 108 µM), inactives show at the highest dose activity change, negative = inhibition, actives largely listed as inhibitors; 580,000 tested, 1.1% active; AID 1671190, 2021; further: potency means the concentration at half of the fitted maximal effect; on the % scale 0 is the no-effect control and ±100 the full control effect
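Purified human 12hLO at 150 nM in 25 mM Hepes, 0.01% Triton X-100, pH 7.0, preincubated 15 min at room temperature with compound. Reaction started with 40 uM arachidonic acid, 30 min at room temperature. Hydroperoxide measured by Fe-xylenol orange, 573/405 nm absorbance ratio.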
POLH inh – qHTS for Inhibitors of Polymerase Eta; DNA polymerase eta (Homo sapiens), Q9Y253; 390,000 tested, 1.2% active; Potency, µM (highest dose often 114 µM), inactives show at the top dose activity change, negative = inhibition, hits mostly inhibitors; recombinant Pol eta, fluorescent DNA replication assay; further: potency means the concentration at half of the fitted maximal effect; on the % scale 0 is the no-effect control and ±100 the full control effect
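Pol eta (10 nM) was preincubated with compounds for 15 min at room temperature, after which fluorescent replication substrate (50 nM final) was added to start the reaction. Fluorescence was read kinetically at 0 and 10 min.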
Apoferritin bind – qHTS Assay for Identification of Novel General Anesthetics; Ferritin light chain (Equus caballus), P02791; 350,000 tested, 0.074% active; Potency, µM (doses to about 77.5 µM), for inactives: at the top dose activity change, negative = displacement, most hits filed as inhibitors; apoferritin/1-aminoanthracene competitive binding, fluorescence; further: potency means the concentration at half of the fitted maximal effect; on the % scale 0 is the no-effect control and ±100 the full control effect; nearly all actives have a fitted effect of over 20% in size
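In PBS, apoferritin at 10 uM is loaded with 1-AMA from a 50% saturated solution. After 10 min of compound exposure at ambient temperature, reduced 535 nm fluorescence indicates probe displacement.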
Pol beta inh – qHTS Assay for Inhibitors of DNA Polymerase Beta; P06746; Pol beta primer extension/strand displacement, fluorescence kinetic; Potency, µM (highest dose often 114 µM), inactives show at the highest dose activity change, negative = inhibition, most hits filed as inhibitors; 340,000 tested, 1.3% active; AID 485314, 2010; further: potency means the concentration at half of the fitted maximal effect; on the % scale 0 is the no-effect control and ±100 the full control effect
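Preincubation: enzyme (10 nM) with compound, 15 min, RT. Reaction: substrate added to 50 nM final. Reads: 0 and 10 min. Analysis: normalized, Hill fit.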
Pol kappa inh – qHTS for Inhibitors of Polymerase Kappa. Potency, µM (highest dose often 107 µM), for the others: at the top dose activity, negative = inhibition, usual class: inhibitors. purified Pol kappa, fluorescent DNA synthesis assay, 10 min. DNA polymerase kappa (Homo sapiens), Q9UBT6. 400,000 tested, 0.53% active. AID 588579, 2011; further: potency means the concentration at half of the fitted maximal effect; on the % scale 0 is the no-effect control and ±100 the full control effect
Target sequence (Q9UBT6 whole entry, looked up): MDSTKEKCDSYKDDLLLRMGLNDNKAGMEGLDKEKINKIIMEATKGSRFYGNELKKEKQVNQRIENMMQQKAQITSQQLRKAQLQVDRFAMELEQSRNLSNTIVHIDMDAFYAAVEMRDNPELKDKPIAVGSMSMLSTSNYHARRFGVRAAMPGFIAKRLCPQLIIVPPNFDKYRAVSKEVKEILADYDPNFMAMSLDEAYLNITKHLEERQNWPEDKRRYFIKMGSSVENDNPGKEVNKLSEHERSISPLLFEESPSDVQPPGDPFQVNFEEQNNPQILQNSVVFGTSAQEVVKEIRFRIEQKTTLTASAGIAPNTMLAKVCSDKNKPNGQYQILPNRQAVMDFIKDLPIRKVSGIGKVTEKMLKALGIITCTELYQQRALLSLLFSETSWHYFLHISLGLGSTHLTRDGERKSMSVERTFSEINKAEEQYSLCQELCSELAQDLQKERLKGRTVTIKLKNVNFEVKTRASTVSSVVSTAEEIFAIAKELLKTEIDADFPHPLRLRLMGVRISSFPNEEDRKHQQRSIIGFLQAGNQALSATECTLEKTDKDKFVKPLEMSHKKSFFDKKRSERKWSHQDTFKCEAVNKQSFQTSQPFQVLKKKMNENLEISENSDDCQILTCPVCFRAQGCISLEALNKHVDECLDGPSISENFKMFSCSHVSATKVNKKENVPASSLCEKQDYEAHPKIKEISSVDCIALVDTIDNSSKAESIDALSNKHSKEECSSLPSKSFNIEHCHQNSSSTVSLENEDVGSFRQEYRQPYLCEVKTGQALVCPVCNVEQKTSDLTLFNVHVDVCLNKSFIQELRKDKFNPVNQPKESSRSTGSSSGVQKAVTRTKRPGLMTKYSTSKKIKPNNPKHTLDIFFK
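Kinetic fluorescence readout at 0 and 10 min followed reaction start with substrate at 50 nM final. Beforehand, enzyme (10 nM Pol kappa) stood 15 min with compound at room temperature; buffer-only wells were negative controls.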
RGS4 inh – Inhibitors of Regulator of G Protein Signaling (RGS) 4: qHTS | Regulator of G-protein signaling 4 (Homo sapiens), P49798 | Transcreener GDP fluorescence polarization, RGS4-accelerated GTP hydrolysis | Potency, µM (highest dose often 114 µM), without a hit: at the highest dose activity change, negative = inhibition, most hits filed as inhibitors | 390,000 tested, 0.039% active | AID 504845, 2011; further: potency means the concentration at half of the fitted maximal effect; on the % scale 0 is the no-effect control and ±100 the full control effect; nearly all actives have a fitted effect of over 75% in size; some results filed as inactive show a strong effect at the top dose
Target sequence (P49798 whole entry, looked up): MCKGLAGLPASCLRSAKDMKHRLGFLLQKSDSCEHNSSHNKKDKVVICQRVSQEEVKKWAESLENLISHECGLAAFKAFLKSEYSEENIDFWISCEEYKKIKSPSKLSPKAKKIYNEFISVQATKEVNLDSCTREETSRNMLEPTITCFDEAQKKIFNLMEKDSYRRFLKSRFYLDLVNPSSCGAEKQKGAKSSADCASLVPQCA
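MLSMR compounds (23 nl, pin-transferred) preincubated 10 min at room temperature with a 500nM (2x) first reagent, then RGS4 at 900nM (2x) plus Transcreener GDP mix added; fluorescence polarization (620/688 nm) read before and after 90 min at 30 °C.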
ERG Ets-DNA blk – qHTS for Small Molecule Inhibitors of the ERG Ets/DNA interaction; AID 624246, 2012; fluorescence polarization, His-ERG Ets domain / labelled DNA; Transcriptional regulator ERG (Homo sapiens), P11308; Potency, µM (highest dose often 76.9 µM), for inactives: top-dose FP activity, negative = inhibition, usual class: inhibitors; 370,000 tested, 0.028% active; active means well fitted inhibition curve with a large enough effect in the polarisation, with a control signal flat; inconclusive means small, poorly fitted or top-dose-only effect, or effect the other way, or a change in a side signal; inactive means no such curve, though single readings can be large or run the other way; the % refers to the polarisation;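 further: polarization taken with two DNA probes labelled with fluorescein and Texas red; potency means the concentration at half of the fitted maximal effect; % of control where 0% means no effect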
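His-tagged ERG Ets domain (1 uM in the protein solution; 300mM KCl, 50mM Tris-HCl, 1mM EDTA, 1mM DTT, pH 7.5) received compound, then a probe mix of 5 nM fluorescein-DNA and 100nM Texas-615-DNA. Fluorescence polarization was read for both dyes.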
LDHA block – qHTS assay for inhibitors of human lactate dehydrogenase | L-lactate dehydrogenase A chain (Homo sapiens), P00338 | purified LDHA, NADH/diaphorase-resazurin fluorescence; active compounds read low | activity change, % (values are at about 110 or 230 µM) | 480,000 tested, 0.15% active; in the data active means activity change below about -30%; inconclusive means mostly about -25% to -30%;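 further: plate controls were DMSO wells for no effect and wells without enzyme for full effect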
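Resorufin fluorescence (ex540/em590), read at 0 and 20 min after diaphorase/resazurin addition, reports the NADH left after a 5 min room-temperature reaction of 2 nM human LDH5 with 0.06 mM NADH and 0.2 mM pyruvate.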
APE1 inh – qHTS Assay for Inhibitors of the Human Apurinic/apyrimidinic Endonuclease 1 (APE1). DNA repair nuclease/redox regulator APEX1 (Homo sapiens), P27695. recombinant APE1, TAMRA/BHQ-2 abasic DNA cleavage fluorescence. Potency, µM (titrated, usually from 65.8 µM), inactives show at the highest dose activity change, negative = inhibition, most hits filed as inhibitors. 350,000 tested, 0.35% active;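 further: potency means the concentration at half of the fitted maximal effect; plate controls were vehicle for no effect and reference inhibitor for full effect; nearly all actives have a fitted effect of over 55% in size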
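Compound pre-exposure to 0.75 nM APE1, 15 min at ambient temperature. Reaction initiated with 50 nM TAMRA/BHQ-2 THF substrate, read immediately in kinetic mode, 525 nm excitation, 598 nm emission.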
Active calls of the source: *; i = inactive; ? = inconclusive; nt = no result given; & = joins results of further samples; [ ] = remark or other dose. Unless noted, the call rests on the fitted dose curve; in most records, active means well fitted curve in the direction sought with a large enough effect; inconclusive means small, poorly fitted or top-dose-only effect, or another doubt; inactive means no such curve, though single readings can be large; an effect the other way counts as inactive or inconclusive. Not all compounds are listed (hit frequency here may not be typical).

| SMILES | 12-LOX inh | POLH inh | Apoferritin bind | Pol beta inh | Pol kappa inh | RGS4 inh | ERG Ets-DNA blk | LDHA block | APE1 inh |
| --- | --- | --- | --- | --- | --- | --- | --- | --- | --- |
| Cn1c(N)c(C(=O)COC(=O)c2ccc(-c3ccccc3)cc2)c(=O)n(C)c1=O | -11.6% | -16.9% | nt | nt | -1.1% | -22.9% | 11.9% | 5.5 | -25.7% |
| CCc1ccc(C(=O)c2oc3nc(C)cc(C)c3c2N)cc1 | -15.2% | -12.5% | -20.0% | ? | -15.2% | -9.9% | 1.2% | 5.1 | -5.1% |
| COc1ccc(CCN2C(=O)NC(NS(=O)(=O)c3ccc(N)cc3)(C(F)(F)F)C2=O)cc1OC (centres undefined) | -7.1% | -15.3% | -9.0% | 15.2% | -1.8% | -17.0% | 0.5% | -3.5 | -0.2% |
| Cc1ccc(NC(=O)CN2C(=O)NC3(CCC(C)CC3)C2=O)c(Cl)c1 (centres undefined) | 4.5%&6.4% | -13.3% | -12.3% | 2.0% | -8.2% | -13.7% | -3.3% | -3.0 | 4.6% |
| Cc1ccc(S(=O)(=O)Nc2c(C)cc(C)nc2Cl)cc1 | -2.2% | -1.6% | 7.4% | 9.5% | 3.6% | -9.9% | 20.6% | 0.4 | 3.0% |
| COc1cc(/C=N/NC(=O)c2ccccc2)ccc1OS(=O)(=O)c1ccccc1 | 9.5% | -22.1% | 8.7% | -1.4% | -6.0%[60.1 µM] | -2.6% | 9.1% | -1.0 | 1.9% |
| CCc1ccccc1NC(=O)Cn1nnc(C(=O)NCc2cccs2)c1N | -7.5%&-9.6% | ? | -12.7%&-10.0% | ? | -12.6%&-25.3% | -21.6%&-13.0% | -4.8%&-3.3% | -9.5&-6.0 | -7.4% |
| CN(CC[C@@H](Oc1ccc(-c2ccccc2)cc1)c1ccc(F)cc1)CC(=O)O | 0.0% | nt | nt | nt | -9.9%[19.4 µM] | i | nt | nt | -6.3% |
| Cc1cc(C)c(NC(=O)CN2CCN(C)CC2)c(C)c1 | 6.7%[57.4 µM] | -15.9% | -1.7% | 18.9% | 4.7% | 16.1% | 9.7% | -1.4 | 5.2% |
| CCOc1ccc(CN2CCNC(=O)C2CC(=O)NC2CCCCCC2)cc1 (centres undefined) | 0.0% | -19.1% | ? | -9.1% | 0.5% | 13.7% | -0.5% | 0.7 | 12.9% |
| CCOc1ccc(NC(=O)CC2C(=O)N(c3ccccc3)C(=O)N2Cc2ccco2)cc1 (centres undefined) | -0.6% | 10.9% | -8.8% | -3.4% | -4.4% | 32.6% | 7.8% | -4.6 | 6.1% |
| COc1ccc2c(c1)CC/C(=C\C=C\c1ccccc1)C2=O | ? | -10.8% | 7.2% | -1.6% | -15.4% | -15.5% | -1.9% | 9.6 | 3.1% |
| COc1ccc(/C=C2\CCC(C3CCCC3)C2=O)cc1 (centres undefined) | -37.7% | -1.2% | 1.8% | 3.1% | -9.6% | -6.9% | 2.3% | -2.8 | -3.6% |
| Cc1cc(C)n2ncc(C(=O)NCc3ccc(Cl)cc3)c2n1 | 0.0% | -0.7% | ? | -6.8% | -8.6% | 16.4% | -3.5% | -9.4 | 4.9% |
| CCOC(=O)c1ccc(NC(=O)CCS(=O)(=O)c2ccc(Br)s2)cc1 | 11.9% | -3.8% | -23.0% | 1.6% | -0.4% | -4.8%[11.4 µM] | 3.6% | -2.6 | -7.5% |
| Cc1cc(C)c[n+](-c2nc3ccccc3nc2[N-]S(=O)(=O)c2ccc(Cl)cc2)c1 | -30.5% | -23.4% | -11.0% | 19.9% | 9.4% | -25.0% | 4.1% | -4.8 | -4.6% |
| CCOC(=O)c1cccc(NC(=O)CSc2nncn2-c2ccccn2)c1 | 29.4% | 5.8% | 7.5% | 40.4% | 7.6% | 6.0% | 10.2% | -7.4 | 10.2% |
| O=C(NC1CCCCC1c1ccccc1)c1ccccc1 (centres undefined) | 1.8% | -7.9% | nt | nt | 0.7% | 8.4% | 2.6% | -4.2 | nt |
| COC(=O)c1cccc(S(=O)(=O)N2CCN(c3nc4ccccc4s3)CC2)c1 | -23.9% | -17.2% | 2.9% | 1.4% | -2.0% | 14.0% | nt | -0.2 | 0.5% |
| O=c1c2cc3ccccc3n2cnn1Cc1ccccc1F | 8.9% | -19.6% | ? | -12.3% | -2.4% | -12.9% | -0.5% | -0.8 | 6.4% |
| CCOc1ccc(-c2cnc(NCc3ccc(C(F)(F)F)cc3)n2C)cc1 | ? | -14.9% | ? | 0.8% | 1.6% | -13.1% | -4.0% | -11.2 | nt |
| COCCC(=O)N1CCC(Oc2ccc(C(=O)N3CCCCC3COC)cc2)CC1 (centres undefined) | 9.4% | 8.5% | -0.6% | 45.1%[activator] | 3.7% | 28.0% | -7.9% | -2.9 | -3.6% |
| O=C(Nc1cccc(Cl)c1)c1cnccn1 | ? | 6.2% | -2.8% | 39.4% | 2.0% | 10.3% | -6.8% | -10.3 | 5.3% |
| O=C(COC(=O)CCSc1ccccc1Cl)NCc1ccco1 | -6.2% | -6.7% | -22.2% | ? | 0.7% | 17.8% | -0.6% | -7.9 | -0.5% |
| CCOC(=O)c1cnn(-c2ccc(C(=O)Nc3cccc(C(C)=O)c3)cc2)c1N | -21.3% | 5.8% | -7.3% | -18.0% | 1.0%[60.1 µM] | 14.6% | -4.5% | -2.3 | nt |
| O=C1c2cccc(OCC(=O)N3CCCc4ccccc43)c2CCN1Cc1ccccc1 | -8.3% | -16.3% | -9.8% | -0.8% | -17.4% | 12.9% | 6.0% | -11.7 | 4.7% |
| CC(=O)c1sc(NC(=O)C2CCN(C(=O)c3ccccc3C)CC2)nc1-c1ccccc1 | -6.6% | -13.9% | nt | nt | -10.6% | -15.1% | 4.5% | -0.3 | 2.8% |
| COc1cc(/C=N/NC(=O)c2cnccn2)cc(OC)c1OC | -0.3% | -22.5% | -3.3% | -15.6% | -13.1% | -24.2% | -3.2% | -5.7 | -12.0% |
| COc1ccc(C2C=C(C34CC5CC(CC(C5)C3)C4)NC(=S)N2)cc1OC (centres undefined) | ? | -5.8% | -3.9% | -0.7% | -12.2% | -37.3% | 2.6% | -6.8 | 3.4% |
| CCOc1ccccc1CN1CCNC(=O)C1CC(=O)N(C)CCc1ccccn1 (centres undefined) | -5.2% | -12.4% | -3.2% | 38.2%[activator] | 1.2% | -12.7% | 6.9% | -0.8 | -5.1% |
| COc1ccc(-c2noc(CN(C(=O)c3ccc(OC(C)=O)cc3)C(C)C)n2)cc1OC | 9.0% | -16.9% | -1.8% | -23.0% | 0.6% | -34.0% | -2.4% | -5.8 | 0.3% |
| Nc1nc(Nc2ccccc2)n[nH]1 | 81.5%[activator] | 6.7% | -6.9% | 0.4% | 3.2% | 4.8% | 2.7% | -2.3 | 1.2% |
| Cc1cccc(NC(=O)C2CCN(S(=O)(=O)c3cccc4cccnc34)CC2)c1 | -16.3% | -11.1% | -14.1% | -0.4% | -5.5% | -17.9% | 1.6% | -0.8 | -1.3% |
| CCOc1ccc(NC(=S)N(CCN2CCOCC2)Cc2cc3cc4c(cc3[nH]c2=O)OCCO4)cc1 | ? | -22.9% | -2.0% | ? | -6.0% | -31.6% | -8.3% | 0.1 | -4.2% |
| C=CCN(CC=C)CC(O)CN(c1cc([N+](=O)[O-])ccc1OC)S(=O)(=O)c1ccccc1 (centres undefined) | 1.2% | -4.3% | -10.9% | 9.3% | -0.7% | 6.0% | -8.0% | 1.7 | -0.2% |
| Cc1noc(C)c1S(=O)(=O)N1CCCC(C(=O)Nc2cccnc2)C1 (centres undefined) | ? | -12.2% | -7.6% | 1.6% | 7.4% | -33.1% | 7.6% | -1.6 | -4.0% |
| O=C(O/N=C1\CCCc2ccccc21)C1CC1 | -7.7% | 2.0% | ? | 26.7% | -10.4% | 19.4% | 6.0% | -12.1 | 0.1% |
| O=[N+]([O-])c1cc2c(cc1/C=N/n1cnnc1)OCO2 | -12.7% | 1.2% | -12.0% | -0.3% | -38.1% | -28.7% | 12.9% | -0.7 | -1.0% |
| COc1ccc(C(=O)N/C(=C\c2cc(OC)c(OC)cc2[N+](=O)[O-])C(=O)NCCO)cc1 | 40.1%[activator] | -21.2% | -3.0% | 7.5% | 1.6% | 13.2% | -10.4% | -0.8 | 22.0% |
| CCCCN(C(=O)/C=C/c1ccco1)c1c(N)n(CC(C)C)c(=O)[nH]c1=O | -2.3% | -15.1% | 2.1% | 23.3% | -4.9% | -6.5% | 13.7% | -0.1 | 9.0% |
| Cc1cccc(N2C(=O)c3ccc(C(=O)Nc4ccccn4)cc3C2=O)c1 | -0.7% | -14.6% | 3.6% | 6.7% | -2.1% | -27.5% | 8.6% | -2.6 | -7.9% |

Assay outcomes: PubChem, National Center for Advancing Translational Sciences (NCATS)
